# Source: PubChem BioAssay (National Center for Advancing Translational Sciences (NCATS))
# aSyn yeast inh: qHTS of alpha-syn Inhibitors. Yeast expressing alpha-synuclein, growth rescue, BacTiter-Glo, 24 h. Potency, µM (titrated, usually from 46.1 µM), for the others: at the highest dose growth rescue (activation), hits mostly activators. 370,000 compounds, 0.14% hits; further: potency means the concentration at half of the fitted maximal effect; % of control where 0% means no effect; nearly all actives have a fitted effect of over 65% in size
#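 Readout is rescue of growth in alpha-synuclein-expressing yeast, so inhibitors of toxicity appear as activators. Growth after 24 hr at 30 deg C in galactose medium is quantified by luminescence.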
# TDP-43 yeast inh: qHTS of TDP-43 Inhibitors. TDP-43 expressing yeast growth rescue, BacTiter-Glo, 24 h. Potency, µM (top dose mostly 46.1 µM), without a hit: top-dose growth rescue (activation), hits mostly activators. 410,000 compounds, 1.8% hits. AID 652104, 2013; further: potency means the concentration at half of the fitted maximal effect; % of control where 0% means no effect; nearly all actives have a fitted effect of over 50% in size
#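 Yeast cells expressing TDP-43 under galactose induction are exposed to compounds for 24 hr at 30 deg C. BacTiter-Glo luminescence measures growth, so protective compounds score as activators.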
# DRD3 antagonist: qHTS of D3 Dopamine Receptor Antagonist: qHTS | AID 652054, 2013 | D3R cells, DiscoveRx beta-arrestin luminescence, antagonist mode; active compounds read low | D(3) dopamine receptor (Homo sapiens), P35462 | 360,000 compounds, 2.5% hits | max response, negative = inhibition, %; in the data active means max response below about -50%; inconclusive means no clear call, values can overlap the other calls; further: on the % scale 0 is the no-effect control and ±100 the full control effect; mostly tested at two doses, the higher about 12 µM
# Target sequence (P35462 whole entry, looked up): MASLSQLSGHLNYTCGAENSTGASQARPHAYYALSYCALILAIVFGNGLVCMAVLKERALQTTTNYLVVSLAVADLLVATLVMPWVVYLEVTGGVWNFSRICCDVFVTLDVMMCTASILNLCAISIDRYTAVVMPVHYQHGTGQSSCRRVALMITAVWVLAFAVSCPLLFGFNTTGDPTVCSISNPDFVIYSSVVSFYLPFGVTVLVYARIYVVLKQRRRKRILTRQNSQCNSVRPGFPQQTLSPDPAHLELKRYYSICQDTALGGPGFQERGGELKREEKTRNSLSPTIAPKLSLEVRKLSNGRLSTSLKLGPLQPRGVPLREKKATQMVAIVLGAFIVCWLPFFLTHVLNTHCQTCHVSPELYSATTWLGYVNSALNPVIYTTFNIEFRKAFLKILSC
#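 Cells plated overnight at 1500 cells/well, then exposed to library compounds with dopamine controls for 90 minutes at 37 degrees C. DiscoveRx reagent added for 30–60 minutes at room temperature; luminescence read, quantitative HTS format.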
# GLP-1R agonist: qHTS of GLP-1 Receptor Agonists; HEK293 GLP-1R CRE-luciferase, luminescence, 4-6 h; cells express a hypersensitive GLP-1R form; Potency, µM (highest dose often 45.6 µM), inactives show at the highest dose activation, actives largely listed as activators; 380,000 compounds, 0.007% hits; Glucagon-like peptide 1 receptor (Homo sapiens), P43220; further: potency means the concentration at half of the fitted maximal effect; % of control where 0% means no effect
# Target sequence (P43220 whole entry, looked up): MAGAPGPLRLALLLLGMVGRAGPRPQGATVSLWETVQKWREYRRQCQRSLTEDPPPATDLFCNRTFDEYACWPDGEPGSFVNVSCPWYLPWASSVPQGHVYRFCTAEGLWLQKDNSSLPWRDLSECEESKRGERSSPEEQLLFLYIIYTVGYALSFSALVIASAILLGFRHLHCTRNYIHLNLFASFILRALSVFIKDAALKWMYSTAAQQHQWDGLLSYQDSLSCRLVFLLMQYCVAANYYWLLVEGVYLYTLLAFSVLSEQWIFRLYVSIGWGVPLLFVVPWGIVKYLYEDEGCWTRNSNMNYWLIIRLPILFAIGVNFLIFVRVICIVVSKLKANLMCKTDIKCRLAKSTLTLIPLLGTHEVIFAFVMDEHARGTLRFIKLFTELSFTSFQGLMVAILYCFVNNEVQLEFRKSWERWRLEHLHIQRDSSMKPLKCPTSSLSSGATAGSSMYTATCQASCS
# GLP1R inv ag: qHTS of GLP-1 Receptor Inverse Agonists (Inhibition Mode); Potency, µM (titrated, usually from 38.3 µM), inactives show at the highest dose activity change, negative = inhibition, actives largely listed as inhibitors; HEK293 GLP-1R CRE-luciferase, luminescence, 24 h; GLP-1R form is constitutively active; Glucagon-like peptide 1 receptor (Homo sapiens), P43220; 410,000 compounds, 1.6% hits; further: potency means the concentration at half of the fitted maximal effect; on the % scale 0 is the no-effect control and ±100 the full control effect; nearly all actives have a fitted effect of over 55% in size
#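 Constitutively active GLP-1R drives a cAMP-responsive luciferase in stably transfected HEK293 cells; test compounds are added after overnight (12 h) attachment and left 24 hr, and signal loss in luminescence marks inhibition.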
# Abeta yeast res: qHTS for compounds that reverse cellular toxicity of Amyloid beta (A-beta) peptide in yeast: Primary Screen. AID 1347071, 2019. 410,000 compounds, 0.063% hits. Potency, µM (titrated, usually from 46.1 µM), inactives show at the top dose growth rescue, most hits filed as activators. yeast expressing A-beta42, growth rescue, OD600, 48 h; response scale: 0% DMSO, 100% iron-clioquinol control; further: potency means the concentration at half of the fitted maximal effect; nearly all actives have a fitted effect of over 55% in size
#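 Yeast growth medium received pinned compounds, then yeast cells expressing toxic A-beta were added; plates incubated at 30 C for 48 hr. Growth read as absorbance at 600 nm, normalized to DMSO and equimolar FeCl3 plus clioquinol controls.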
# FUS suppressor: qHTS for Suppressors of FUS Proteinopathy: Primary screen using FUS-linked yeast assay. S. cerevisiae FUS-expressing, growth rescue, OD600, 24 h. Potency, µM (doses to about 76.6 µM), for inactives: at the top dose growth rescue (activation), most hits filed as activators. 390,000 compounds, 0.24% hits. AID 1347120, 2019;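 further: potency means the concentration at half of the fitted maximal effect; plate controls were DMSO vehicle for no effect and reference control for full effect; nearly all actives have a fitted effect of over 55% in size; some results filed as inactive show a strong effect at the top dose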
#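 Compound concentration series was pinned onto galactose-induced FUS-expressing yeast seeded at OD 0.005. Plates sat 24hr at 30C; absorbance at 600 nm gave growth. DMSO served as background control.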
# Akt phos inh: HTS Assay for Inhibitors of Akt Phophorylation: Primary Screen; Neuro2A IGF-stimulated pAkt S473 HTRF, 20 min; active compounds read low; activity change, % for hits at 50 µM; 360,000 compounds, 0.32% hits; AID 651550, 2012; in the data active means activity change below about -80%; inconclusive means mostly about -51% to -80%; further: on the % scale 0 is the no-effect control and ±100 the full control effect
#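 Neuro2A cells (4,500/well, DMEM with 0.5% FBS) were treated with compound at a single 50 µM final concentration, stimulated with 6 nM IGF for 20 min at 37 °C, and lysed. Phospho-Akt Ser473 was read by HTRF as 665/615 ratio ×10^4.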
# PTHR1 ag: qHTS for PTHR1 Agonists: Primary Screen. HEK293 GP2 PTHR1 cells, GloSensor cAMP luminescence, 1 h. Potency, µM (doses to about 115 µM), for inactives: at the top dose activation, actives largely listed as activators. 410,000 compounds, 0.075% hits; further: potency means the concentration at half of the fitted maximal effect; nearly all actives have a fitted effect of over 55% in size; some results filed as inactive show a strong effect at the top dose; inactives centre near -15; many of its hits are not listed in these tables
#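 HEK-293-derived GP2 cells expressing PTHR1 and a GloSensor cAMP reporter, 3,000/well, plated overnight, given luciferin plus IBMX (each 0.5 mM as added) for 1 h at 37 °C, then compound for 1 h at 37 °C. Luminescence was read after 15 min at room temperature.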
# The depositor's hits bear a star; i = inactive; ? = inconclusive; . = not tested or not shown; [ ] = dose if it differs, or a comment. Unless noted, the call rests on the fitted dose curve; in most records, active means well fitted curve in the direction sought with a large enough effect; inconclusive means small, poorly fitted or top-dose-only effect, or another doubt; inactive means no such curve, though single readings can be large; an effect the other way counts as inactive or inconclusive.
nr	SMILES	aSyn yeast inh	TDP-43 yeast inh	DRD3 antagonist	GLP-1R agonist	GLP1R inv ag	Abeta yeast res	FUS suppressor	Akt phos inh	PTHR1 ag
1	CSc1oc(-c2ccccc2)nc1S(=O)(=O)c1ccc(C)cc1	6%	-6%	0	1%	0%	14%	26%	i	-6%[57.5 µM]
2	CN1/C(=C\C(=S)NC(=O)c2cccc(Br)c2)C(C)(C)c2ccccc21	-17%	?	2	-5%	?	20%	.	i	-30%[inhibitor]
3	CCC(Sc1nc(C)cc(=O)[nH]1)C(=O)Nc1sc2c(c1C#N)CCCC2 (stereo unspecified)	1%	-2%	3	0%	?	10%	-3%	i	-2%[57.5 µM]
4	N#Cc1ccccc1S(=O)(=O)N1CCN(C(=O)[C@H](Cc2ccccc2)NC(=O)c2ccco2)CC1	-5%	22%	?	-1%	-25%	9%	.	i	i
5	CC(=O)N1CCC(N(Cc2ccco2)C(=O)Nc2ccc(C)c(Cl)c2)CC1	.	-13%	.	.	-9%	-19%	15%	.	-4%
6	CCc1nc(N)c(C#N)c(-c2ccc(O)c(OC)c2)c1C	-5%	11%	14	26%	76%[activator]	-3%	2%	i	-18%[57.5 µM]
7	COC(=O)c1ccc(C(=O)OC)c(NC(=O)c2c(-c3ccccc3)noc2C)c1	-8%	-11%	.	-4%	?	-13%	-13%	.	23%
8	O=C(CSc1nc2ccccc2n1CC(=O)N1CCCC1)Nc1ccc2c(c1)OCO2	0%	-1%	12	1%	0%	1%	20%	i	i
9	COc1ccc(C(CNC(=O)c2ccc(S(=O)(=O)N(C)C)cc2)N2CCCC2)cc1 (stereo unspecified)	-6%	4%	-8	3%	-14%[0.307 µM]	-2%	28%	i	-19%
10	NNC(=O)Nc1cccc(C(F)(F)F)c1	-3%	-1%	13	0%	10%	-4%	-10%	i	-23%
11	Cc1ccccc1CNC(=O)C1CCCCN1S(=O)(=O)c1ccc(F)cc1 (stereo unspecified)	.	?	.	.	?	-5%	10%	.	-20%
12	CC1(C)Cc2c(c(-c3ccccc3)nc(N3CCCC3)c2C(N)=O)CO1	-1%	11%	-14	7%	6%	-2%	7%	i	i
13	NC(=O)C1CCN(C(=O)c2cc(S(=O)(=O)N3CCOCC3)c(Cl)cc2Cl)CC1	2%	10%	14	-13%	-13%	14%	-8%	i	i
14	COC(=O)c1c(C(=O)OC)c(-c2ccc(F)cc2)n2c1CS(=O)C2 (stereo unspecified)	-2%	-8%	-22	6%	1%	10%	1%	i	i
15	C/C(=N/NC(=O)c1sc(NS(=O)(=O)c2ccc(C)cc2)nc1C)c1sc(N)nc1C	0%	7%[9.22 µM]	1	-2%	0%[7.66 µM]	0%	47%	i	i
16	CCN(C)C1CN(Cc2cn(CCCOC)nn2)S(=O)(=O)C1 (stereo unspecified)	1%	26%	1	-4%	9%	-8%	-1%	i	-15%
17	CC12CCC(C(=O)NCCCN3CCOCC3)(OC1=O)C2(C)C (stereo unspecified)	-7%	12%	-27	-3%	0%	-18%	31%	i	-2%[57.5 µM]
18	COc1cc(C2C(C(=O)c3cccs3)=C(O)C(=O)N2CCN2CCOCC2)cc(OC)c1OC (stereo unspecified)	3%	11%	24	-8%	4%	11%	-11%	i	i
19	C[C@H](CO)N1C[C@H](C)[C@@H](CN(C)S(=O)(=O)c2cccs2)Oc2ccc(NC(=O)c3ccncc3)cc2C1=O	-1%	-5%	12	4%	50%[activator]	0%	8%	i	i
20	Cc1ccc(C(=O)CCC(=O)OCc2nnc(-c3ccccc3)o2)cc1	-1%	-2%	-60*	2%	15%	4%	15%	i	i
21	CCOc1ccccc1-c1nc(-c2cc3ccc(C)cc3[nH]c2=O)no1	0%	7%	-20	2%	7%	-5%	5%	i	i
22	OCCCn1c(C2CCCN2c2nc(-c3ccc(Cl)cc3)cs2)nc2cc(Cl)c(N3CCCCC3)cc21 (stereo unspecified)	8%	23%	?	-1%	-11%	36%	4%	i	i
23	O=C(/C=C/Nc1cccc(C(F)(F)F)c1)c1ccco1	7%	-1%[9.22 µM]	-4	18%	-4%	-12%	8%	i	-55%[inhibitor]
24	CC(=O)N1CCN2C(=O)C1CCCC(=O)c1cc(C)ccc12 (stereo unspecified)	4%	-3%	8	-3%	-12%	14%	-27%	.	-7%[57.5 µM]
25	COc1ccc(-n2nc(C(=O)NCC(=O)NC3CCCCC3)c3ccccc3c2=O)c(OC)c1	-6%	5%	3	0%	11%	-10%	41%	i	i
26	CCCCCCCCC(=O)N/N=C(\C)c1ccco1	-1%	-3%	-20	-4%	-14%	6%	.	i	i
27	COC(=O)C[C@H]1CC[C@H](NC(=O)Nc2ccccc2)[C@@H](CO)O1	5%	22%	24	.	6%	-6%	5%	i	-27%
28	O=C(O)CSCC(=O)Nc1ccccn1	2%	-27%	3	-2%	8%	-15%	-5%	i	i
29	O=C(c1c(F)cccc1F)N(Cc1ccccn1)C1CCCC1	-11%	-24%	-16	-6%	2%	-5%	6%	i	1%[57.5 µM]
30	COC(=O)c1c(-c2ccc(S(C)(=O)=O)cc2)sc2ccc(OC)cc12	7%	?	0	-2%	18%	-11%	2%	i	-51%[inhibitor]
31	COC(=O)c1ccc(OCC2c3cc(OC)c(OC)cc3CCN2C(=O)Cc2ccc(OC)cc2)cc1 (stereo unspecified)	-10%	19%	.	?	12%	-2%	-9%	.	i
32	Cc1nn(CCCC(=O)NCc2cccc(F)c2)c(=O)c2nn(-c3ccccc3)c(C)c12	.	12%	.	.	-7%	-2%	4%	.	-25%
33	COc1ccc(CNC(=O)COc2cccnc2[N+](=O)[O-])cc1	-3%	-3%	6	-1%	108%[activator]	3%	18%	i	i
34	CC(=O)c1ccc(NC(=O)CSc2nc(-c3cccc(F)c3)nc3c2c(=O)n(C)c(=O)n3C)cc1	.	17%[9.22 µM]	.	.	2%	-10%	-27%	.	-5%
35	CC1Cc2cc(S(=O)(=O)N3CCN(c4ccccc4F)CC3)ccc2N1C(=O)C1CCC1 (stereo unspecified)	.	-7%	.	.	3%	-8%	1%	.	i
36	CC1(Cc2ccc(C(F)(F)F)o2)C(=O)Nc2ccc(-c3cccc(C(F)(F)F)c3)cc21 (stereo unspecified)	-42%[inhibitor]	17%	32	-8%	10µM*	8%	?	i	-16%
37	Cc1ccc(C)c(NC(=O)CSc2nc3nccnc3c(=O)n2CCc2c[nH]c3ccccc23)c1	.	0%	.	.	?	5%	?	.	i
38	COC(=O)C1CCN(C(=O)/C=C/c2ccccc2)CC1	-2%	-19%	?	24%	13%	14%	.	i	-33%
39	Cn1c(=NC(=O)c2cccc([N+](=O)[O-])c2)sc2ccccc21	0%	18%	-5	6%	8%	-14%	-12%	i	-13%
40	Cc1cccc2nc(Cn3c(=O)n(CCC(=O)NCc4ccco4)c(=O)c4ccccc43)cc(=O)n12	1%	8%	17	1%	17%	4%	-28%	i	-13%
41	CCc1nc2ccc(C(=O)Nc3ccc(Cl)c(Cl)c3)cn2c1N(C)Cc1ccc(OC)cc1	-22%	-5%	7	6%	?	6%	?	i	-12%
42	COc1ccc(CSc2nnnn2Cc2ccccc2)cc1OC	6%	?	16	?	0%	-2%	8%	i	-1%[57.5 µM]
43	O=C(NCCCn1ccnc1)c1sc2cccc(F)c2c1Cl	3%	-17%	21	13%	-3%	-8%	32%	i	i
44	C#CCOCCOCCOCCNc1nc(N2CCN(C(=O)[C@H](Cc3cc4ccccc4[nH]3)n3cc([C@@H](N)Cc4ccc(O)cc4)nn3)CC2)nc(N2CCN(C(=O)[C@H](Cc3cc4ccccc4[nH]3)n3cc([C@@H](N)CC(C)C)nn3)CC2)n1	-35%[inhibitor]	3%	?	-2%	7%	-7%	?	i	-12%
45	COc1ccc(C(=O)NNC(=O)OC(C)(C)C)cc1	-3%	1%	14	3%	1%	5%	-3%	i	i
46	COCCn1c(CN2CCN(c3ccccc3)CC2)nc2c1c(=O)n(C)c(=O)n2C	1%	1%	-12	2%	4%	1%	4%	i	i
47	COc1ccc2[nH]c3c(N4CC(C)OC(C)C4)ncnc3c2c1 (stereo unspecified)	-2%	25%	20	13%	16%	5%	6%	i	-3%
48	Cc1ccc2ncnc(Nc3ccc(C)c(C)c3)c2c1	-21%	-17%	35	5%	?	6%	24%	.	i
49	CC(O)c1nc2ccccc2n1C/C=C/c1ccccc1 (stereo unspecified)	0%	-10%	15	1%	-30%	9%	16%	i	-11%[57.5 µM]
50	CC(C)Oc1ccc(S(=O)(=O)N(C(C)C)C(C)C)cn1	-2%	3%	-8	-2%	?	14%	-7%	i	i
51	COc1cc2c(cc1OC)CN(C(=O)c1sccc1C)CC2	4%	22%	1	6%	34%[activator]	-11%	-24%	i	i
52	COC(=O)c1[nH]c2c(c1C)C(=O)CC(c1cc(OC)ccc1OC)C2 (stereo unspecified)	3%	7%	-17	3%	?	5%	0%	i	-13%
53	CC(C)C1OC(CCc2ccccc2)Cc2[nH][nH]c(=O)c21 (stereo unspecified)	2%	10%	-5	-3%	?	-7%	40%	i	-33%[inhibitor]

# These rows are one share of the data; count on the stated rates, not on these rows.
